High-throughput results deposited in PubChem BioAssay by National Center for Advancing Translational Sciences (NCATS).
GPT2 inh: blocks human glutamate pyruvate transaminase 2; Q8TD30; Potency, µM (series often up to 57.7 µM), for inactives: at the highest dose activity change, negative = inhibition, hits mostly inhibitors; Recombinant GPT2, coupled pyruvate oxidase/HRP Amplex Red fluorescence; hit rate 0.25% among 100,000; AID 1671188; note: potency is the fitted concentration of half-maximal effect; nearly all actives have a fitted effect of over 60% in size; many of its hits are not listed in these tables
Target sequence (Q8TD30 whole entry, looked up): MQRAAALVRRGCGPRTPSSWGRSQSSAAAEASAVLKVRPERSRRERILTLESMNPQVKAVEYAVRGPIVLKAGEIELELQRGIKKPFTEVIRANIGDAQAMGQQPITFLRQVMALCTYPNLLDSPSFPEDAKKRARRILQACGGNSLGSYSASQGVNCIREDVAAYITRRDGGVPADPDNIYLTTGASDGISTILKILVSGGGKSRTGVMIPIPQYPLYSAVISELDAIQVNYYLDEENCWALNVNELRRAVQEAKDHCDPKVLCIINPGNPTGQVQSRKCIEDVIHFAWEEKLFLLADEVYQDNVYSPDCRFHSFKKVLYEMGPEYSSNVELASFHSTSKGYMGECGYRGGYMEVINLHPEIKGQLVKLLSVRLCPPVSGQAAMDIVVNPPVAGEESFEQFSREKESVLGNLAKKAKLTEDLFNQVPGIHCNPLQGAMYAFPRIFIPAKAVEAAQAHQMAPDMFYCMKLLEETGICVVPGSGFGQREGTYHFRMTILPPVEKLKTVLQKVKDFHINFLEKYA
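Inhibition is scored from Amplex Red fluorescence generated when pyruvate oxidase and HRP act on pyruvate released by GPT2. Reactions contain 10ng/uL enzyme, 250uM a-KG and 2mM L-alanine and run 30 min at room temperature.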
FLuc inh: inhibitors of firefly (Photinus pyralis) luciferase. purified P. pyralis luciferase, luminescence, biochemical. AID 1347043. Potency, µM (titrated, usually from 115 µM), for the others: at the highest dose activity change, negative = inhibition, hits mostly inhibitors. hit rate 2.5% among 76,000; note: potency is the fitted concentration of half-maximal effect; nearly all actives have a fitted effect of over 65% in size
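Biochemical qHTS: compound (6-point titration) added to 10uM D-luciferin plus 10uM ATP in Tris acetate pH 7.5 buffer with Mg, Tween-20 and BSA, then purified enzyme at 10nM; light output imaged.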
SNCA expr inhib: reduces expression of the alpha-synuclein gene | AID 1671194 | Potency, µM (doses to about 57.2 µM), inactives show top-dose activity change, negative = inhibition, actives largely listed as inhibitors | hit rate 0.17% among 140,000 | HEK-293 SNCA-luciferase knock-in, luminescence, 24 h;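 note: potency is the fitted concentration of half-maximal effect; plate controls were DMSO cells for no effect and cell-free wells for full effect; nearly all actives have a fitted effect of over 45% in size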
HEK293 viab: cell viability loss counter-screen; HEK-293-SNCA-luc viability, GF-AFC fluorescence, 24 h; Potency, µM (doses to about 57.1 µM), for inactives: top-dose activity change, negative = cytotoxicity, actives largely listed as cytotoxic; hit rate 0.12% among 150,000; AID 1671193;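 note: potency is the fitted concentration of half-maximal effect; 0% = DMSO-treated cells and -100% = medium-only wells without cells; nearly all actives have a fitted effect of over 30% in size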
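Cytotoxicity counterscreen: after 24 h compound treatment of genome-edited SNCA-luciferase HEK-293 cells, live-cell protease substrate GF-AFC read by fluorescence after 30 min; activity scaled between DMSO (0%) and medium-only (-100%), curves Hill-fitted.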
NIH3T3 tox: kills NIH 3T3 cells; NIH 3T3 viability, CellTiter-Glo ATP luminescence, 48-72 h; Potency, µM (titrated, usually from 96.7 µM), inactives show top-dose activity change, negative = cytotoxicity, actives largely listed as inhibitors; hit rate 4.3% among 94,000; note: potency is the fitted concentration of half-maximal effect; nearly all actives have a fitted effect of over 55% in size
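Viability of NIH 3T3 cells after 48 or 72 hr compound treatment at 37 °C was assessed by CellTiter-Glo, with luminescence imaged following a 10 min room-temperature step.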
HEK293 tox: kills HEK 293 cells. AID 1345083. HEK 293 viability, ATP luminescence (CellTiter-Glo), 48-72 h. Potency, µM (series often up to 115 µM), without a hit: top-dose activity change, negative = cytotoxicity, actives largely listed as inhibitors. hit rate 6.6% among 94,000; note: potency is the fitted concentration of half-maximal effect; nearly all actives have a fitted effect of over 60% in size
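Viability of HEK 293 cells, plated at 250 cells/well, was judged by cellular ATP after compound treatment for 48 or 72 hr. Luminescence was imaged 10 min after CellTiter-Glo addition at room temperature.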
IP6K1 inhibitor: inhibitors of human IP6K1. IP6K1 kinase, ADP-Glo luminescence, 2 h; stronger effect = lower value. activity change, % (series mostly up to about 58 µM). hit rate 0.81% among 140,000. AID 1645851; in the data active = activity change below about -25%
Target sequence (Q92551 whole entry, looked up): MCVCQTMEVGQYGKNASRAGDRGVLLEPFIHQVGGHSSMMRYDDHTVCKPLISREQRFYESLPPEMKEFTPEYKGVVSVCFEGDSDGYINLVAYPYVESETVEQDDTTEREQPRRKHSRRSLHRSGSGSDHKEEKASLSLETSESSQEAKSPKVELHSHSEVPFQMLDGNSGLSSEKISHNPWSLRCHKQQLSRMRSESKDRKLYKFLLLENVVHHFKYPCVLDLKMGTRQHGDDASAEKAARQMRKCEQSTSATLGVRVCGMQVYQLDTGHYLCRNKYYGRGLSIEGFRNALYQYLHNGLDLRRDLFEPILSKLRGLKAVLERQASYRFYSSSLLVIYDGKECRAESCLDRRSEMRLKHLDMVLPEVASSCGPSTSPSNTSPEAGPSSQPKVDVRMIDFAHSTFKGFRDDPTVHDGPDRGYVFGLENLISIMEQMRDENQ
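ADP-Glo luminescence measures ADP made by human IP6K1 during a 2 h RT reaction with ATP/IP6 (mix at 1.3 mM/130 uM); top library doses 57.5 and 19.1 uM final.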
The depositor's hits bear a star; i = inactive; ? = inconclusive; / = not tested or not shown; [ ] = another dose, or the depositor's remark. Unless noted, calls come from the whole dose curve; as a rule, active = well fitted curve in the direction sought with a large enough effect; inconclusive = small, poorly fitted or top-dose-only effect, or another doubt; inactive = no such curve, though single readings can be large; an effect the other way counts as inactive or inconclusive. Unless noted, % is set by controls: 0 for no effect and ±100 for the full control effect.

Compound | HEK293 tox | HEK293 viab | FLuc inh | SNCA expr inhib | IP6K1 inhibitor | NIH3T3 tox | GPT2 inh
COc1ccc(C(=O)Nc2cccc(-c3cn4ccsc4n3)c2)cc1OC | / | -5% | / | 125%[activator] | -6 | / | /
COc1ccccc1Nc1ccnc(N2CCCC2C(=O)NCc2ccc(F)cc2)n1 (configuration not stated) | ? | -18% | / | -6% | 15 | -20% | -24%
O=C1[C@H]2CN(Cc3ccc(F)cc3F)C[C@H]2C(=O)N1CCN1CCc2ccccc2C1 | ? | 11% | -14% | -8% | -1 | ? | -22%
Cc1ccc(S(=O)(=O)N(C)CC2CCOC2)cc1Cl (configuration not stated) | -2% | 3% | 8% | 32%[activator] | 21 | -9% | i
N=C(N)c1ccc2nc(-c3cc(CC(=O)NC(CC(=O)O)C(=O)O)cc(-c4cc(S(N)(=O)=O)ccc4O)c3O)[nH]c2c1 (configuration not stated) | / | 5% | / | / | 14 | / | i
CN1CCCC2(CCN(C(=O)CCCS(N)(=O)=O)C2)C1=O (configuration not stated) | -1% | 5% | 2% | 6% | -13 | -4% | 2%
Cc1cc(C)c(NC(=O)CCN2CCCCC2)c(C)c1 | / | -2% | / | 0% | 4 | / | /
CCCCc1ncc(-c2c(-c3ccccc3)ncn2CCC2CCCN2C)[nH]1 (configuration not stated) | ? | ? | -1% | -30% | 2 | i | i
COc1cccc(C(=O)Nc2ccccc2-c2nnc(-c3cccc(OC)c3)o2)c1 | / | -3% | / | 26% | 34 | / | /
COc1ccc(NC(=O)NCC2CCOCC2)cc1F | -1% | 1% | -2% | 62%[activator] | 4 | i | i
FC(F)(F)c1cc(Nc2nc3ccccc3c3nncn23)ccc1Cl | / | -27% | / | -11% | 30 | / | /
Cc1cc(C)cc(NC(=O)Cn2c(-c3ccccc3)nc(C)c(CCO)c2=O)c1 | 32µM* | -16% | 5% | 0% | -17 | ? | i
Cc1ccc(-n2nc(C(=O)NCCN(C)C)c(=O)n(C)c2=O)cc1 | / | -11% | / | -9% | 1 | / | /
CCCN(CC1CCOC1)S(=O)(=O)c1ccc(CC)cc1 (configuration not stated) | -8% | 3% | 7% | 1% | -4 | -9% | i
COC(=O)[C@@H](Cc1c[nH]c2ccccc12)NC(=O)[C@@H]1CN(C(=O)c2cccnc2)CCN1C(=O)NC(C)C | -21% | -10% | 3% | 11% | 1 | -2% | -1%
CCC(=O)Nc1ccc(C2(C(=O)N3CCCC(C)C3)CCCCC2)cc1 (configuration not stated) | ? | -26% | -10% | ? | 13 | 0% | ?
CC(=O)NCC(=O)N[C@@H]1CN(Cc2ccccc2)C[C@H]1CO | -3% | 0% | 7% | -16% | 0 | 1% | -14%
O=C(O)C[C@@H]1CCN(C(=O)Nc2ccccc2)C[C@@H]1CCN1CCC(n2c(=O)[nH]c3ccccc32)CC1 | -4% | 5% | -2% | -12% | 9 | -17% | -9%
CCOc1ccc(S(=O)(=O)N2CCN(c3cc(Cl)ccc3Cl)CC2)c2ccccc12 | / | 9% | / | -4% | 22 | / | /
COc1ccccc1-c1cc(C(=O)NCc2cnn(C)c2)c2c(c1)N(C)CCO2 | -27%[172 µM] | -16%[87.6 µM] | 0%[172 µM] | 2%[87.6 µM] | -17 | ? | -9%[88.5 µM]
O=C(NCCc1ccccc1)N1CCC(c2noc(COc3ccc(F)cc3)n2)C1 (configuration not stated) | 45µM* | 3% | / | 18% | 6 | ? | ?
COc1ccccc1Nc1nn2c(=O)c3ccc(C(=O)NCc4cccs4)cc3nc2s1 | / | 9% | / | ? | -12 | / | /
OCC1CN(Cc2ccc(F)cc2Cl)CC12CCNCC2 (configuration not stated) | ? | 4%[12.5 µM] | -8% | -1% | 17 | ? | i
Cc1ccc(NC(=O)CSc2ncnc3c2sc2ccccc23)cc1C | / | 24% | / | 32% | 1 | / | /
O=C(Cn1ccn2nc(-c3ccc(F)cc3)c(CO)c2c1=O)NCCc1ccc(Cl)cc1 | ? | 5% | 10% | -14% | -4 | ? | -1%
COc1cccc(CC(=O)N2CCc3nn(Cc4ccccc4)c(=O)n3CC2)c1 | -27% | 8% | 2% | -14% | 11 | -25% | -5%
COc1ccc(Nc2ncnc3scc(-c4ccc(F)cc4)c23)cc1 | / | -1% | / | -18% | 0 | / | /
COC(=O)c1ccccc1NC(=O)Cn1c(=O)n(CCCCC(=O)NCc2ccc3c(c2)OCO3)c(=O)c2ccccc21 | / | -11% | / | -12% | 11 | / | /
Cc1ccc(S(=O)(=O)N2CCN(C(=O)Cn3nc4c(cc3=O)CCCC4)CC2)cc1 | -16% | -11% | -5% | -1% | 21 | -5% | i
COc1ccc(N2CCN(c3ccc(-c4nc(-c5cccc(C)c5)no4)cc3[N+](=O)[O-])CC2)cc1 | / | 3% | / | 21% | -7 | / | /

Look-ups from the results shown.
COc1ccccc1-c1cc(C(=O)NCc2cnn(C)c2)c2c(c1)N(C)CCO2 in IP6K1 inhibitor → -17
COc1ccc(N2CCN(c3ccc(-c4nc(-c5cccc(C)c5)no4)cc3[N+](=O)[O-])CC2)cc1 in HEK293 viab → 3%
OCC1CN(Cc2ccc(F)cc2Cl)CC12CCNCC2 (configuration not stated) in SNCA expr inhib → -1%

Next part.
Compound | HEK293 tox | HEK293 viab | FLuc inh | SNCA expr inhib | IP6K1 inhibitor | NIH3T3 tox | GPT2 inh
O=C(O)CC1(CC(=O)N2CC[C@H]3NC(=O)N(c4ccc(F)cc4)C(=O)[C@H]32)CCCC1 | 4%[172 µM] | -1%[87.6 µM] | -3%[172 µM] | -1%[87.6 µM] | -3 | 4%[174 µM] | 3%[88.5 µM]
COc1ccc(CN2CCNc3cnc(OCc4cccnc4)cc3C2)cc1 | ? | -1%[87.6 µM] | -25%[172 µM] | -20%[87.6 µM] | -16 | -23%[138 µM] | i
Cc1cc(C(=O)N2CCCC[C@H](N(C)C)C2)c(-c2ccccc2)o1 | -35% | 0% | 2% | -3% | 7 | -25% | -29%
O=C(Nc1ccc2[nH]ccc2c1)c1cnc2c(c1)N([S+](=O)([O-])c1cccnc1)CCC2 | ? | -14%[87.6 µM] | -19%[172 µM] | 5%[87.6 µM] | -4 | -13%[138 µM] | -11%[88.5 µM]
Cc1ccc2oc(-c3ccc(NC(=O)c4cccc(F)c4)c(C)c3)nc2c1 | / | 11% | / | 82%[activator] | 0 | / | /
COc1ccc(CCCN2C(=O)O[C@@H]3CN(C(=O)C4CCOCC4)C[C@@H]32)cc1 | i | 15% | -2% | -1% | 4 | i | i
Cn1c(=O)c2sccc2n2c(CCCC(=O)Nc3ccc(Oc4ccccc4)cc3)nnc12 | / | -4% | / | -5% | 4 | / | /
CCN1CCN(C(=O)c2cc(-c3ccccc3F)nc3c2cnn3C)CC1 | -13% | / | / | / | 15 | -30% | /
Cc1ccc(NS(=O)(=O)c2ccc3c(c2)NC(=O)CCS3)cc1F | / | -14% | / | -2% | 9 | / | /
O=S(=O)(c1cccnc1)N1CCc2onc(-c3cccc4ccccc34)c2C1 | ? | 5% | -2% | 9% | 7 | -29% | 1%
COc1cc2c(cc1OC)CN(C(=O)[C@H](C)N[C@@H](CCc1ccccc1)C(=O)O)[C@H](C(=O)O)C2 | / | -13%[23.9 µM] | / | -4%[25.6 µM] | -1 | / | -47%
Cc1ccc(CNC(=O)C2CCN(C(=O)c3ccc(-n4ccc5ccccc54)s3)CC2)cc1 | / | 0% | / | 50%[activator] | -2 | / | /
Cc1cccc(CC(=O)N2CC(=O)Nc3ccc(F)cc3C2c2ccccc2)c1 (configuration not stated) | / | -17% | / | -30% | -2 | / | /
O=C(NCC1CCCCO1)c1coc(COc2cccc(C(F)(F)F)c2)n1 (configuration not stated) | -30% | 16% | 0% | -3% | -2 | ? | i
Cc1ccc(C(=O)N2CCC(c3n[nH]c(=O)n3-c3ccccc3)CC2)cc1 | 4% | -3% | 1% | 4% | -11 | -10% | i
O=C(NCc1ccccc1)c1nn(-c2ccccc2)nc1CO | / | 7% | / | 2% | 40 | / | /
O=C1CCN(C[C@@H](O)COCc2ccccc2)c2ccc(F)cc2CN1CC1CC1 | ? | / | / | / | 7 | ? | /
CCc1noc(-c2nc(-c3cccc(F)c3)no2)n1 | -7% | 13% | 25µM* | 68%[activator] | -8 | i | i
COc1ccc(S(=O)(=O)NCCSc2nnnn2-c2ccccc2)cc1 | / | -2% | / | 7% | 41 | / | /
CC(C)C(=O)N1CCN(c2nc3c(s2)CC(C(=O)Nc2ccc(Cl)cc2)CC3)CC1 (configuration not stated) | ? | -1% | -16% | 11% | 15 | -18% | 2%
COC[C@@H]1CN(C(=O)CC2=CCCCC2)C[C@H]1c1ccccn1 | -8% | -24% | -1% | 12% | 0 | -14% | 0%
CN1C(=O)c2cccn2CC1CNC(=O)c1cccc2nccnc12 (configuration not stated) | 1% | 1% | 0% | -22% | 4 | 3% | i
CCOc1ccccc1NC(=O)N1CCC(c2cc(-c3cccc(OC)c3)n[nH]2)CC1 | ? | 0% | -3% | -27% | -7 | 35µM* | 4%
CN(Cc1cccc(C(F)(F)F)c1)C(=O)Cc1ccc(F)cc1 | ? | -1%[87.6 µM] | ? | 45%[activator][87.6 µM] | 3 | ? | 1%[88.5 µM]
Cc1cccc(-n2cnc3cc(C(=O)NCc4ccccc4Cl)ccc32)c1 | / | ? | / | 18% | -12 | / | /
COc1ccc(OC)c(S(=O)(=O)N2CCC(c3nc(-c4cccn4C)no3)CC2)c1 | 40µM* | -13% | / | -24% | 8 | ? | -9%
O=C1CC(c2nnc(Cc3ccccc3Cl)o2)CN1c1ccccc1 (configuration not stated) | / | -3% | / | -4% | 2 | / | /
COC(=O)c1ccc(NC(=O)C2CCN(c3ncnc4c3nc3n4CCCCC3)CC2)cc1 | / | -4% | / | 9% | -3 | / | /
c1cncc(Nc2cc3c(cn2)CN(Cc2cccs2)CCN3)c1 | ? | -13%[87.6 µM] | ? | 6%[87.6 µM] | -17 | ? | -23%[88.5 µM]

Six compounds picked at random from those above:
Compound | HEK293 tox | HEK293 viab | FLuc inh | SNCA expr inhib | IP6K1 inhibitor | NIH3T3 tox | GPT2 inh
O=C(NCC1CCCCO1)c1coc(COc2cccc(C(F)(F)F)c2)n1 (configuration not stated) | -30% | 16% | 0% | -3% | -2 | ? | i
CCOc1ccccc1NC(=O)N1CCC(c2cc(-c3cccc(OC)c3)n[nH]2)CC1 | ? | 0% | -3% | -27% | -7 | 35µM* | 4%
COC(=O)c1ccc(NC(=O)C2CCN(c3ncnc4c3nc3n4CCCCC3)CC2)cc1 | / | -4% | / | 9% | -3 | / | /
CCN1CCN(C(=O)c2cc(-c3ccccc3F)nc3c2cnn3C)CC1 | -13% | / | / | / | 15 | -30% | /
Cc1ccc(CNC(=O)C2CCN(C(=O)c3ccc(-n4ccc5ccccc54)s3)CC2)cc1 | / | 0% | / | 50%[activator] | -2 | / | /
COc1ccc(CCCN2C(=O)O[C@@H]3CN(C(=O)C4CCOCC4)C[C@@H]32)cc1 | i | 15% | -2% | -1% | 4 | i | i
